Screens as filed in PubChem BioAssay.
TWEAK Fn14 block: blocks TWEAK-Fn14 interaction in a reporter cell assay; TWEAK-stimulated Fn14 reporter cells, luciferase luminescence, 8 h; inhibition, % at 10 µM; hit rate 2% among 360,000; AID 1159606; in the data active = inhibition above about 50%
iPSC survival up: enhancers of human iPSC single-cell survival; hiPSC single-cell survival, ATPlite luminescence; 100% = ROCK inhibitor wells, 0% = DMSO; survival enhancement, % at 20 µM; hit rate 0.044% among 360,000; in the data active = survival enhancement above about 18%;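 also: cells exposed to compounds for 16 hours before the ATP read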
Shn3 inh set2: reduces Shn3 3'UTR luciferase signal in osteoblasts; Clone20 osteoblast Shn3 3'UTR firefly luciferase, 24 h; inhibition, % at 12.5 µM; hit rate 0.52% among 360,000; AID 588674;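 active = mean inhibition of at least 75% with every replicate also reaching 75%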;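 also: 0% = median of neutral control wells and 100% = pilot-screen positive control compound; some compounds past the cut are filed as inactive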
NR2E3 ag-1: agonists of human NR2E3 nuclear receptor. CHO-S Gal4-NCOR/VP16-NR2E3 two-hybrid, luciferase. AID 602229. hit rate 0.35% among 360,000. inhibition of corepressor binding, % at 3.98 µM;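 active = inhibition above the mean of all tested compounds plus 3 SD, cut at about 70% in these data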;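 also: 0% = DMSO with NR2E3 transfected cells and 100% = cells lacking NR2E3 construct; higher means lower luciferase signal from less NR2E3 corepressor binding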
Target sequence (Q9Y5X4 whole entry, looked up, the tested form may be a part): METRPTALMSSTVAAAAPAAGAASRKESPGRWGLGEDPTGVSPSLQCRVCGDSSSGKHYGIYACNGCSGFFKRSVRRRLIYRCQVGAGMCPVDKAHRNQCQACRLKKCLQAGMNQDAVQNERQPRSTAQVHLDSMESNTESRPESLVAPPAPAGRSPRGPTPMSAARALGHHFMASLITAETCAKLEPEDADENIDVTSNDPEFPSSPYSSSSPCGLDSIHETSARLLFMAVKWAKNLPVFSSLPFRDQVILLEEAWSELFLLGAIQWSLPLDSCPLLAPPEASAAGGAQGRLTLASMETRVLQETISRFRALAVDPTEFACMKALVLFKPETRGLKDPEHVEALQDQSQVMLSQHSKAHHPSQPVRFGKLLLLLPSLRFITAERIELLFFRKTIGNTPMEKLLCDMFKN
KKLEB cytotox: CF airway cell cytotoxicity counter-screen; KKLEB CF airway cells viability, ATPlite luminescence, overnight; hits give low values; cells stimulated with P. aeruginosa culture filtrate; activity change (cytotoxicity), % at 5 µM; hit rate 0.36% among 360,000; AID 602141;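 active = corrected activity change at or below -50% at 5 µM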
aDG glyco up: increases alpha dystroglycan glycosylation. activation, % at 10 µM. hit rate 0.22% among 360,000. Pro5-aDG cells, alpha-DG glycosylation AlphaScreen (IIH6); 0% Pro5, 100% B10-LARGE cell signal;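 active = activation of at least 8% versus controls, or a plate z-score of at least 8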;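 also: Pro5 are CHO cells carrying HIG-tagged alpha-DG that lacks glycosylation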
NR2E3 ag-2: agonists of human nuclear receptor NR2E3. inhibition of corepressor binding, % at 4.78 µM. AID 2300. GST-NR2E3/biotin-RetCOR TR-FRET, 1536-well. Q9Y5X4. hit rate 0.12% among 320,000;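 active = percent inhibition above the cutoff of mean plus 3 SD of all tested compounds, set per screening campaign, cut at about 20% in these data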;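 also: 0% = DMSO wells and 100% = biotin wells as full block of FRET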
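Test system – NR2E3–RetCOR corepressor complex · Quantity – NR2E3 fusion 1.35 nM · Buffer or medium – Tris pH 7.5 · Incubation – Compound–protein incubation for 5 h at 4 °C · Technique – TR-FRET, Eu(K)-anti-GST donor, streptavidin-D2 acceptor, ex 340, em 617/671 nm · Evaluation – percent inhibition of 671/617 nm emission ratio versus biotin and DMSO controls · Plate – 1536-well format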
HIF-2a inh: blocks HIF-2a reporter activity. hit rate 0.72% among 360,000. inhibition, % at 18.8 µM. 786-0 RCC cells HIF-2a reporter, luciferase luminescence, overnight;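 active = inhibition of the luminescence signal of 40% or more relative to plate controls, in a single-dose primary screen at 18.75 µM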
TRPM1 prom inh: inhibitors of MITF-driven TRPM1 promoter in melanoma cells. SK-MEL-5 TRPM1 promoter luciferase, 24 h. inhibition, % at 12.5 µM. hit rate 0.83% among 330,000. AID 488899;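 active = mean inhibition across replicates of 60% or more, whatever share of single replicates reaches that level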; also: values of inactives mirror those of a sister screen read the other way
CF NFkB inh: inhibitors of cystic fibrosis induced NF-kB; KKLEB NF-kB-GFP reporter, PAF-induced, GFP fluorescence overnight; inhibition, % at 5 µM; hit rate 0.86% among 360,000; AID 588850;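 active = at least 50% inhibition at 5 µM, scaled per plate between neutral and stimulator controls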;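 also: PAF is a Pseudomonas aeruginosa culture filtrate used as stimulus; plate controls were PAF-stimulated DMSO wells for no effect and unstimulated DMSO wells for full effect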
Peg3 promoter: reduces Peg3 promoter-driven luciferase expression in HeLa; HeLa PEG-Prom luciferase reporter, luminescence, overnight; inhibition, % at 20 µM; hit rate 1.7% among 360,000;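 active = inhibition of at least 50% at 20 µM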
Starred values were filed as active, the others as inactive; nt = not tested or not shown.

SMILES	TWEAK Fn14 block	iPSC survival up	Shn3 inh set2	NR2E3 ag-1	KKLEB cytotox	aDG glyco up	NR2E3 ag-2	HIF-2a inh	TRPM1 prom inh	CF NFkB inh	Peg3 promoter
COCCn1c(SCC(=O)c2ccccc2)nc2ccccc2c1=O	-4	-0.3	4	-18	-1	0.4	-1	-12	-8	8	0
Cc1nc(CSc2nc3[nH]ncc3c(=O)n2-c2ccccc2)cs1	-2	1.4	4	-22	7	0.1	-4	17	0	-12	20
CC(=O)N1CCN(C(=O)c2ccc(S(=O)(=O)Nc3ccccc3Cl)cc2)CC1	0	-0.2	1	-22	6	0.2	3	4	-3	16	-3
COc1cc2oc(=O)cc(-c3ccc(-c4ccc(C)cc4)cc3)c2c(OC)c1OC	10	1.6	5	-30	-8	-0.1	nt	2	-20	40	-4
CN(C(=O)c1ccco1)c1nc(-c2ccc(Cl)cc2)cs1	-13	0.7	-84	-20	1	0.1	0	-306	-56	-6	-228
CCCN(CCC)C(=O)c1c(NC(=O)CC)sc2c1CCCCC2	-5	-3.1	-25	-15	-1	0.6	2	12	10	3	6
Cc1ccc(NCc2nnc(SCC(=O)Nc3cccc(O)c3)n2CC2CCCO2)c(C)c1 (centres undefined)	4	1.0	-10	-10	-4	0.0	3	-17	9	8	15
O=C(Nc1ccccc1)C1CCN(C(=O)c2ccco2)CC1	43	-0.2	-6	-16	-10	-0.1	2	19	2	6	7
N#CCN1C(=O)C2CCCN2c2ccc(S(=O)(=O)N3CCOCC3)cc21 (centres undefined)	1	1.7	8	-29	-7	-0.6	2	15	1	-9	4
Cc1cc(S(=O)(=O)N2CCOCC2)ccc1OCC(=O)Nc1cccc(C(F)(F)F)c1	21	-0.4	2	-1	-3	0.2	-2	12	-7	22	-4
O=C(c1ccc(CSc2nc3ccncc3[nH]2)cc1)N1CCCCCC1	12	-0.7	12	-71	-40	0.1	1	-101	-50	0	-23
CCOC(=O)c1cc(-c2cccs2)nc2c1c(C)nn2-c1ccccn1	-9	-0.4	12	8	3	0.0	4	-24	-3	-66	23
CCN(CC)C(=O)C1=C(C)N(Cc2ccc(F)cc2)C(=O)C(CC(=O)NCC2CCCCC2)C1 (centres undefined)	21	1.3	-13	-25	-4	0.2	nt	12	nt	10	0
CCC(=O)CN(Cc1cc(OC)ccc1OC)S(=O)(=O)c1ccccc1Br	-4	0.6	3	-22	-7	0.1	nt	6	-4	-7	5
CC(C)CNC(=O)COC(=O)c1ccc([N+](=O)[O-])cc1Cl	-1	-0.8	-1	7	17	-0.3	2	0	-8	-10	2
O=C(CNC(=O)c1ccccc1)NCC(=O)OCc1ccc(Cl)cc1	-5	-1.1	14	-14	6	-0.2	1	10	8	-4	18
O=C(NN=C1CCCC1)C1COc2ccccc2O1 (centres undefined)	-8	1.2	11	-31	-20	-0.2	0	20	-6	11	13
Cc1cnc(NC(=O)c2cccs2)s1	2	-0.2	-73	-68	-8	-0.1	2	-205	-29	0	-307
COc1cc(C(=O)NNC(=O)c2nn(C)c(=O)c3ccccc23)cc(OC)c1OC	-21	2.5	10	-11	0	0.1	nt	11	0	-8	-12
Cn1c(C(=O)N2CCCC2)cc2c(=O)n(C)c3ccccc3c21	-14	-0.8	-19	28	2	-0.1	nt	13	14	-38	8
O=C(NCCc1ccccc1)c1cccnc1N1CCCCCC1	-6	-1.6	1	4	17	0.3	2	9	7	-19	9
Cc1ccc(Br)cc1S(=O)(=O)N1CCN(c2ccccc2)CC1	6	0.8	9	-7	-12	-0.1	-1	16	-7	8	8
COc1ccc(NC(=S)N(CCN2CCOCC2)Cc2cc3cc4c(cc3[nH]c2=O)OCCO4)cc1	17	-0.3	5	-11	3	-0.5	2	2	11	10	21
CCCCNC(=O)CSc1nc2ccc(N3CCOCC3)cc2c(=O)n1CCc1ccccc1	8	0.6	10	-13	-4	-0.2	0	-30	21	-1	4
COc1ccc(Sc2ccc(/C=C3\C(=O)NN(c4ccccc4)C3=O)o2)cc1	93*	-1.2	58	-21	-2	1.5	3	2	7	-19	-2
Additional results follow:
SMILES	TWEAK Fn14 block	iPSC survival up	Shn3 inh set2	NR2E3 ag-1	KKLEB cytotox	aDG glyco up	NR2E3 ag-2	HIF-2a inh	TRPM1 prom inh	CF NFkB inh	Peg3 promoter
Cc1ccc(C(=O)N2CCOCC2)cc1S(=O)(=O)N1CCCC1	5	-0.1	10	-17	-5	-0.1	1	2	3	5	6
COc1ccc(/C(C)=N/NC(=O)C(NC(=O)c2ccccc2)c2n[nH]c(=O)c3ccccc23)c(OC)c1 (centres undefined)	8	0.1	nt	-29	-12	0.0	3	19	-2	10	15
OCC1(CC2CCCCO2)CCN(Cc2cccc(O)c2)CC1 (centres undefined)	-9	0.9	4	0	12	0.0	5	9	-1	14	4
CC1CCC2(CC1)NC(=O)N(CC(=O)Nc1cccc(S(=O)(=O)N(C)c3ccccc3)c1)C2=O (centres undefined)	7	-2.0	-3	1	-3	0.0	nt	3	nt	-8	8
Cc1ccc(C(=O)N/N=C/C2=Cc3ccccc3OC2C)cc1 (centres undefined)	-1	-0.2	-17	-16	5	0.8	1	-138	-25	-7	-133
C=CCN(C(=O)c1csnn1)C(C(=O)NC1CCCC1)c1ccc(OC)cc1 (centres undefined)	32	-0.8	-21	-27	4	0.1	3	2	-8	-28	-9
CCC(CC)COC(=O)C1=C(C)NC(=O)NC1c1ccc(OC)cc1 (centres undefined)	10	-0.4	5	-19	1	0.0	1	25	-5	-1	30
Cc1nn(CC(=O)NCCCN2CCN(Cc3ccccc3)CC2)c(=O)c2cc(-c3ccccc3)nn12	4	-0.7	55	13	3	3.5	0	3	5	-3	-5
COc1ccc2[nH]c3c(c2c1)CCN1C(=O)C(CC(=O)NCCCn2ccnc2)C[C@H](C(=O)N2CCOCC2)[C@@]31C (some centres undefined)	-7	1.8	3	13	7	-0.1	nt	-11	-6	4	2
C=CC[C@H]1CC(C)=C[C@H](CC=C)N1	-14	-0.1	29	14	-2	0.0	-2	9	-3	-11	4
O=C(Cn1nc(C(F)(F)F)c2c1CCCC2)N1CCOCC1	12	-1.6	-8	-15	-8	-0.1	8	14	18	0	2
O=C(Nc1ccccc1C(=O)N1CCOCC1)c1ccc([N+](=O)[O-])cc1	6	-1.0	-19	-10	-5	-0.2	4	14	-9	-1	7
Cc1ccc(-n2nc(-c3ccc(N)cc3)cc2N)cc1	-8	-0.3	-53	-27	12	-0.4	5	-141	-36	-11	-174
Cc1ccccc1-c1cnc(C(O)c2ccc(F)c(F)c2)[nH]1 (centres undefined)	0	0.3	6	-37	9	0.2	nt	-101	nt	-3	-24
O=[N+]([O-])c1ccc(NN=C2CC3CCC2C3)c([N+](=O)[O-])c1 (centres undefined)	10	0.3	53	25	-6	-0.2	nt	-15	nt	0	-22
c1ccc(CCNCc2cccs2)nc1	2	2.3	2	-10	-12	0.0	nt	-1	7	21	-11
CCOc1cc(/C=C2/N=C(c3ccc4c(c3)OCO4)OC2=O)ccc1OC(C)=O	-3	-0.8	-10	-11	4	-0.1	3	-47	-20	-7	-36
CCOC(=O)/C=C1\SCC(=O)N1CC(=O)Nc1ccccc1OC(F)F	-5	-4.2	-3	-9	-11	0.1	2	16	0	2	15
CCOc1ccc(NC(=S)Nc2ccccc2C2CC2)cc1	-1	-3.2	-7	-4	-19	-0.2	0	8	15	16	7
CC(=O)c1cccc(NC(=O)NCc2ccccn2)c1	8	-2.6	-75	-94	-4	-0.4	4	-138	-61	-2	-147
Nc1cc(=O)nc(SCC(=O)Nc2ccccc2Cl)n1-c1ccccc1	10	-1.2	-3	-6	8	0.3	5	4	-28	-4	-1
C(=N\Nc1ccc(-n2ccnc2)nn1)/c1ccccc1	-1	-0.3	-11	-37	-8	0.0	0	4	-12	13	-20
COc1ccc(C(=O)Nc2ccccc2C(=O)Nc2cccnc2)cc1	-16	-0.7	-75	-57	-9	0.2	2	-137	-73	-2	-183
O=C(CN1C(=O)C2CCCCC2C1=O)N1CCN(c2ccccc2)CC1 (centres undefined)	1	-1.5	8	4	8	-0.5	0	-11	-5	0	-10
COCCNC(=O)C1CC(c2ccccc2[N+](=O)[O-])=NO1 (centres undefined)	2	-0.7	-6	6	-7	-0.1	0	6	-11	20	2
New compounds follow:
SMILES	TWEAK Fn14 block	iPSC survival up	Shn3 inh set2	NR2E3 ag-1	KKLEB cytotox	aDG glyco up	NR2E3 ag-2	HIF-2a inh	TRPM1 prom inh	CF NFkB inh	Peg3 promoter
COC(=O)c1ccc(/C=N/OCC(=O)NC2CCCC(C)C2C)cc1 (centres undefined)	0	-1.9	14	6	-3	0.3	1	14	5	-2	14
Cc1ccc(Oc2cc(NC(=O)CCCn3nc([N+](=O)[O-])cc3C)cc([N+](=O)[O-])c2)cc1	28	-0.1	20	-14	12	-0.2	-3	-12	12	-2	10
CC1CCCC(C)N1C(=O)CSc1nccc(=O)[nH]1 (centres undefined)	5	0.7	-77	-28	0	0.3	-2	22	4	1	14
COC(=O)Nc1ccc(S(=O)(=O)N2CCCCC2C(=O)O)cc1 (centres undefined)	13	0.9	12	9	-16	0.0	-2	12	-4	9	11
Cc1nc2sc(C(c3ccco3)N3CCC4(CC3)OCCO4)c(O)n2n1 (centres undefined)	39	0.2	-15	3	-5	0.8	3	-4	3	16	7
CCOc1cc(CNCCO)cc(Br)c1OCc1ccc(Cl)cc1	-18	-2.6	-13	21	-12	1.2	-1	-12	21	4	101*
CCN(CC)c1ccc2c(C)c(-c3ccc(N)cc3)c(=O)oc2c1	-86	3.3	-28	-16	-15	0.2	3	-65	-15	11	-199
O=C(Nc1ccc2c(c1)OCCO2)c1ccoc1	-4	0.6	-7	-53	-21	0.0	0	-128	-63	9	-111
Cc1ccc(S(=O)(=O)Nc2cccc(C(=O)N3CCN(c4ccccc4O)CC3)c2)cc1F	15	0.2	3	8	12	-0.3	1	-1	17	11	12
C=CCn1c(=O)c2ccccc2n2c(SCC(=O)N(C)C)nnc12	-9	-0.2	-3	10	-2	0.0	nt	9	3	6	10
CC1(C(=O)NS(=O)(=O)c2ccc(F)cc2F)CCN1C(=O)Cc1cc(F)ccc1F (centres undefined)	-2	4.8	-7	-16	-5	-0.3	nt	2	nt	-7	18
O=C(c1ccco1)N1CCN(c2ncnc3sc4c(c23)CCC4)CC1	-7	5.7	24	-11	-7	0.0	-3	8	-16	36	21

Some of these compounds in order of SMILES length, highest first:
SMILES	TWEAK Fn14 block	iPSC survival up	Shn3 inh set2	NR2E3 ag-1	KKLEB cytotox	aDG glyco up	NR2E3 ag-2	HIF-2a inh	TRPM1 prom inh	CF NFkB inh	Peg3 promoter
Cc1ccc(Oc2cc(NC(=O)CCCn3nc([N+](=O)[O-])cc3C)cc([N+](=O)[O-])c2)cc1	28	-0.1	20	-14	12	-0.2	-3	-12	12	-2	10
Cc1nc2sc(C(c3ccco3)N3CCC4(CC3)OCCO4)c(O)n2n1 (centres undefined)	39	0.2	-15	3	-5	0.8	3	-4	3	16	7
O=C(Nc1ccc2c(c1)OCCO2)c1ccoc1	-4	0.6	-7	-53	-21	0.0	0	-128	-63	9	-111
